Screens from PubChem BioAssay.
POLH inh: inhibitors of human DNA polymerase eta | Q9Y253 | recombinant Pol eta, fluorescent DNA replication assay | Potency, µM (highest dose often 114 µM), for the others: top-dose activity change, negative = inhibition, hits mostly inhibitors | 390,000 tested, 1.2% active | AID 588591; further: potency means the concentration at half of the fitted maximal effect; on the % scale 0 is the no-effect control and ±100 the full control effect
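Pol eta at 10 nM preincubated with compounds 15 min at room temperature; reaction started with fluorescent substrate (50 nM final) and read kinetically at 0 and 10 min.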
APEX1 inh: APE1 (human) endonuclease inhibition; recombinant APE1, TAMRA/BHQ-2 abasic DNA cleavage fluorescence; Potency, µM (titrated, usually from 65.8 µM), inactives show top-dose activity change, negative = inhibition, usual class: inhibitors; 350,000 tested, 0.35% active; AID 2517;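 further: potency means the concentration at half of the fitted maximal effect; plate controls were vehicle for no effect and reference inhibitor for full effect; nearly all actives have a fitted effect of over 55% in size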
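Substrate: short duplex with […] THF abasic site, 5'-TAMRA and 3'-BHQ-2, 50 nM final. APE1 at 0.75 nM, preincubated 15 min RT with compound. Fluorescence increase from first to third read measured activity.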
LDHA inh: LDHA (human) enzyme inhibition; purified LDHA, NADH/diaphorase-resazurin fluorescence; hits give low values; 480,000 tested, 0.15% active; P00338; AID 1347041; activity change, % (values are at about 110 or 230 µM); in the data active means activity change below about -30%; inconclusive means mostly about -25% to -30%;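 further: plate controls were DMSO wells for no effect and wells without enzyme for full effect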
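Remaining NADH was detected by diaphorase (0.133 mg/mL) converting 37 µM resazurin to fluorescent resorufin, read at 0 and 20 minutes. The preceding 5-minute room-temperature reaction used 2 nM LDHA, 0.2 mM sodium pyruvate and 0.06 mM NADH at pH 7.4.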
ERG Ets-DNA blk: inhibitors of human ERG Ets domain-DNA interaction | P11308 | fluorescence polarization, His-ERG Ets domain / labelled DNA | Potency, µM (doses to about 76.9 µM), for inactives: top-dose FP activity, negative = inhibition, usual class: inhibitors | 370,000 tested, 0.028% active | AID 624246; active means well fitted inhibition curve with a large enough effect in the polarisation, with a control signal flat; inconclusive means small, poorly fitted or top-dose-only effect, or effect the other way, or a change in a side signal; inactive means no such curve, though single readings can be large or run the other way; the % refers to the polarisation;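 further: polarization taken with two DNA probes labelled with fluorescein and Texas red; potency means the concentration at half of the fitted maximal effect; % of control where 0% means no effect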
Target sequence (P11308 whole entry, looked up, the tested form may be a part): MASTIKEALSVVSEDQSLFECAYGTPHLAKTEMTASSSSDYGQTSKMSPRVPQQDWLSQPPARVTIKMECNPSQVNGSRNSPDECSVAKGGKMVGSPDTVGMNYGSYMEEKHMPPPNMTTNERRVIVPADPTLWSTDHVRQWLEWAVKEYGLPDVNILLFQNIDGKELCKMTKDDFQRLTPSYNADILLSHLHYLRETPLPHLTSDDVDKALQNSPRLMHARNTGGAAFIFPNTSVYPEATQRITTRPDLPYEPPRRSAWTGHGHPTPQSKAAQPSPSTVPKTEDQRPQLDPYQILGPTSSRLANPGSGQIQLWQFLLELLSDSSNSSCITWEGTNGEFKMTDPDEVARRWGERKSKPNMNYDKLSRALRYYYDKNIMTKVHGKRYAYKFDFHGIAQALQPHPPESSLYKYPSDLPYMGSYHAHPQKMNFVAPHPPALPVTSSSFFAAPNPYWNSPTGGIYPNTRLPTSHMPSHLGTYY
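His-tagged ERG Ets domain (1 uM in the protein solution; 300mM KCl, 50mM Tris-HCl, 1mM EDTA, 1mM DTT, pH 7.5) received compound, then a probe mix of 5 nM fluorescein-DNA and 100nM Texas-615-DNA. Fluorescence polarization was read for both dyes.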
RGS4 inh: inhibitors of human regulator of G protein signaling 4 | 390,000 tested, 0.039% active | Transcreener GDP fluorescence polarization, RGS4-accelerated GTP hydrolysis | Potency, µM (titrated, usually from 114 µM), for inactives: at the top dose activity change, negative = inhibition, usual class: inhibitors | P49798; further: potency means the concentration at half of the fitted maximal effect; on the % scale 0 is the no-effect control and ±100 the full control effect; nearly all actives have a fitted effect of over 75% in size; some results filed as inactive show a strong effect at the top dose
Target sequence (P49798 whole entry, looked up): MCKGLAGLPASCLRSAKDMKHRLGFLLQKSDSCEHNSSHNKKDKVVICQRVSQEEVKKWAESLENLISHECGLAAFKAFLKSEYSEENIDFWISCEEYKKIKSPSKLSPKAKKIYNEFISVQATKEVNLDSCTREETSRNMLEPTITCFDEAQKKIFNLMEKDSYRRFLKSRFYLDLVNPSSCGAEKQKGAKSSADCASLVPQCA
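MLSMR compounds (23 nl, pin-transferred) preincubated 10 min at room temperature with a 500nM (2x) first reagent, then RGS4 at 900nM (2x) plus Transcreener GDP mix added; fluorescence polarization (620/688 nm) read before and after 90 min at 30 °C.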
Pol kappa inh: DNA polymerase kappa (human) inhibition | Q9UBT6 | purified Pol kappa, fluorescent DNA synthesis assay, 10 min | Potency, µM (highest dose often 107 µM), inactives show at the top dose activity, negative = inhibition, usual class: inhibitors | 400,000 tested, 0.53% active | AID 588579; further: potency means the concentration at half of the fitted maximal effect; on the % scale 0 is the no-effect control and ±100 the full control effect
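10 nM Pol kappa was preincubated with compounds for 15 min at room temperature. Reaction started with 50 nM (final) substrate. Fluorescence read kinetically at 0 and 10 min.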
Pol beta inh: inhibitors of human DNA polymerase beta. 340,000 tested, 1.3% active. P06746. Potency, µM (doses to about 114 µM), for the others: top-dose activity change, negative = inhibition, actives largely listed as inhibitors. Pol beta primer extension/strand displacement, fluorescence kinetic; further: potency means the concentration at half of the fitted maximal effect; on the % scale 0 is the no-effect control and ±100 the full control effect
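Curves were derived by four-parameter Hill fits of normalized qHTS data. The kinetic fluorescent primer-extension read was taken at 0 and 10 min after 50 nM substrate, following a 15 min room-temperature preincubation of 10 nM enzyme with compounds.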
12-LOX inh: inhibitors of human 12S-lipoxygenase ALOX12. purified 12hLO, xylenol orange hydroperoxide absorbance. 580,000 tested, 1.1% active. AID 1671190. P18054. Potency, µM (titrated, usually from 108 µM), without a hit: at the highest dose activity change, negative = inhibition, actives largely listed as inhibitors; further: potency means the concentration at half of the fitted maximal effect; on the % scale 0 is the no-effect control and ±100 the full control effect
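Hydroperoxide product was detected by ferrous iron/xylenol orange as the 573 to 405 nm absorbance ratio. Arachidonic acid at 40 uM (final) was turned over for 30 min at room temperature by 150 nM human 12hLO, pH 7.0 Hepes buffer, after 15 min compound preincubation.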
Anesthetic bind: binds horse apoferritin like a general anesthetic; apoferritin/1-aminoanthracene competitive binding, fluorescence; Potency, µM (doses to about 77.5 µM), for inactives: top-dose activity change, negative = displacement, hits mostly inhibitors; 350,000 tested, 0.074% active; AID 485281; further: potency means the concentration at half of the fitted maximal effect; on the % scale 0 is the no-effect control and ±100 the full control effect; nearly all actives have a fitted effect of over 20% in size
Target sequence (P02791 2-175 limits assumed): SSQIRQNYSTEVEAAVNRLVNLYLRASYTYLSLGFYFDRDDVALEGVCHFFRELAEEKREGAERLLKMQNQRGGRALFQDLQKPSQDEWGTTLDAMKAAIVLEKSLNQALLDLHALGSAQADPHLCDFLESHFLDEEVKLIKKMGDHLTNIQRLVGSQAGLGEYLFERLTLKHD
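Apoferritin-based anesthetic binding model; compound displacement of fluorescent 1-AMA measured as endpoint fluorescence after 10 minutes at room temperature, scaled to free-ligand and complex controls.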
* hit, by the source's call; ? = inconclusive; · = no result given; [ ] = another dose, or the depositor's remark. Unless noted, the call rests on the fitted dose curve; in most records, active means well fitted curve in the direction sought with a large enough effect; inconclusive means small, poorly fitted or top-dose-only effect, or another doubt; inactive means no such curve, though single readings can be large; an effect the other way counts as inactive or inconclusive. Only part of the results is shown (hit frequency here may not be typical).

SMILES	POLH inh	APEX1 inh	LDHA inh	ERG Ets-DNA blk	RGS4 inh	Pol kappa inh	Pol beta inh	12-LOX inh	Anesthetic bind
COc1ccc(-c2cccc([C@H]3[C@@H]4C=CCC[C@@]4(C)C(=O)N3Cc3ccccc3)c2)cc1	-14.8%	-4.6%	-0.7	-10.2%	-9.8%	-7.6%	4.4%	?	-2.2%
CC(C)NC(=O)c1onc(CSc2ccccn2)c1C(=O)NC(C)C	-12.7%	-0.8%	-3.4	2.8%	12.1%	-1.6%	-11.1%	-23.5%	-10.6%
Cc1c(-c2ccccc2)nc(N)c(C#N)c1-c1cccnc1	-9.0%	-2.0%	-4.7	9.9%	-6.9%	-9.3%	0.4%	157.8%[activator]	-6.3%
Cc1ccc(-c2nsc3c(N4CCC(C(N)=O)CC4)ncnc23)cc1	-17.2%	-0.9%	-5.6	-7.1%	18.7%[11.4 µM]	-14.5%	-22.2%	0.0%	-9.3%
O=C(O)c1cccc2c1Cc1cc(Cl)ccc1-2	-13.1%	·	-10.1	-1.5%	2.4%	-4.8%	·	-21.9%	·
Cc1nc(C)c(N)c(=O)[nH]1	-12.1%	3.8%	-14.3	-1.2%	4.8%	-5.3%	-8.4%	-14.2%	2.0%
CCOc1ccc(S(=O)(=O)N2CCN(C(=S)NC3CC3)CC2)cc1	-8.9%	?	-5.6	10.2%	-12.2%	-7.7%	67.9%	-15.3%	-8.1%
COc1ccc(NC(=O)CC2C(=O)NCCN2C(=O)c2ccc(N(C)C)cc2)cc1 (centres undefined)	2.9%	-3.6%	-0.4	13.6%	-1.7%	-1.0%	-10.6%	102.4%[activator]	6.3%
Cc1cccc(-c2noc(CCC(=O)NC3CCCC3)n2)c1	-20.9%	2.2%	-9.6	2.2%	16.1%	2.2%	47.2%	0.6%	-8.8%
O=C(CC1C(=O)NCCN1Cc1ccc(-c2ccccc2)cc1)NCCCn1ccnc1 (centres undefined)	-11.4%	-0.3%	1.0	-4.6%	-4.4%[56.9 µM]	-5.0%	19.9%	15.0%	-5.9%
COc1ccccc1C/C(N)=N/OC(=O)c1ccc(C)c([N+](=O)[O-])c1	-18.0%	-4.0%	-1.5	-6.1%	-4.1%	-12.2%	21.9%	23.8%	?
COCCCN1CC(=O)N2C(c3cccc(C)c3)c3[nH]c4ccccc4c3C[C@H]2C1=O (some centres undefined)	-14.9%	16.3%	2.6	6.6%	2.0%	-3.4%	4.2%	19.9%	6.7%
O=C(CSc1nnc(COc2ccccc2F)n1-c1ccccc1)NC1CCS(=O)(=O)C1 (centres undefined)	1.1%	?	-10.2	-0.1%	7.3%	-11.9%	9.3%	-1.9%	-4.4%
CCN(c1ccccc1)c1nc2ccsc2c(=O)s1	-12.0%	4.3%	-12.0	-3.6%	9.2%	-14.0%	1.1%	-8.3%	4.8%
O=C(c1cc(S(=O)(=O)N2CCOCC2)ccc1Cl)N1CCCCC1CO (centres undefined)	-4.3%	8.6%	-8.7	2.5%	5.1%	-9.1%	·	-4.3%	·
O=C(CSc1nc2ccsc2c(=O)n1-c1ccccc1)N1CCCC1	-2.8%	-0.1%	-13.8	-2.1%	-21.9%	-15.3%	2.1%	19.9%	-1.6%
CC(C)(Oc1ccc(Cl)cc1)C(=O)Nc1cccc(-c2cn3cccnc3n2)c1	-16.7%	·	0.4	-5.6%	-38.8%	-6.1%[60.1 µM]	2.8%	-37.0%	78.6%[activator]
Cc1cc(NC(=O)c2cc(-c3ccncc3)nc3ccccc23)ccc1Br	?	11.2%	6.7	9.2%	-14.0%	-4.6%	·	-6.8%	·
CCc1cccc(CC)c1NC(=O)C1CN(S(=O)(=O)c2ccccc2)CCN1S(=O)(=O)c1ccccc1 (centres undefined)	-17.7%	-3.1%	-9.8	-9.7%	-12.2%	-16.4%	0.0%[57.1 µM]	18.9%	-10.8%
CCOC(=O)c1c(C)nn(Cc2cccc(Cl)c2)c1N	5.3%	0.2%	2.1	·	-16.2%	-1.9%	10.6%	13.7%	-16.5%
C#CCC(NC(=O)c1ccc(C#N)cc1)C(=O)NCCC (centres undefined)	-9.3%	-8.4%	1.2	-5.1%	3.8%	-7.5%	·	-2.7%	·
O=C(Cn1c(=O)oc2cc(S(=O)(=O)N3CCCCC3)ccc21)N1CCc2ccccc2C1	2.9%	-5.9%	-10.4	-3.0%	-10.7%	-13.0%	-0.3%	9.6%[57.4 µM]	-5.6%
CCOc1ccc(/C=N/O)cc1	-5.0%	1.1%	-15.4	-9.0%	2.2%	-15.2%	2.2%	28.5%	-22.1%
CC1(C)CC(=O)C2=C(C1)OC(N)=C(C#N)C21CCN(Cc2ccccc2)CC1	-9.4%	-1.8%	6.8	-0.4%	2.1%	-7.3%	2.0%	-24.9%	-14.5%
CCOC(=O)CC1=C(C(=O)OCC)C(c2ccc(OC)cc2OC)C(C#N)=C(N)O1 (centres undefined)	-19.5%	-6.4%	2.2	-0.5%	18.2%	-5.1%	13.3%	-6.3%	-16.6%

Structural class, the compounds so far with a cyano group.
SMILES	POLH inh	APEX1 inh	LDHA inh	ERG Ets-DNA blk	RGS4 inh	Pol kappa inh	Pol beta inh	12-LOX inh	Anesthetic bind
Cc1c(-c2ccccc2)nc(N)c(C#N)c1-c1cccnc1	-9.0%	-2.0%	-4.7	9.9%	-6.9%	-9.3%	0.4%	157.8%[activator]	-6.3%
C#CCC(NC(=O)c1ccc(C#N)cc1)C(=O)NCCC (centres undefined)	-9.3%	-8.4%	1.2	-5.1%	3.8%	-7.5%	·	-2.7%	·
CC1(C)CC(=O)C2=C(C1)OC(N)=C(C#N)C21CCN(Cc2ccccc2)CC1	-9.4%	-1.8%	6.8	-0.4%	2.1%	-7.3%	2.0%	-24.9%	-14.5%
CCOC(=O)CC1=C(C(=O)OCC)C(c2ccc(OC)cc2OC)C(C#N)=C(N)O1 (centres undefined)	-19.5%	-6.4%	2.2	-0.5%	18.2%	-5.1%	13.3%	-6.3%	-16.6%

(continued)
SMILES	POLH inh	APEX1 inh	LDHA inh	ERG Ets-DNA blk	RGS4 inh	Pol kappa inh	Pol beta inh	12-LOX inh	Anesthetic bind
COc1ccc(-c2nnc(-c3ccc(C)cc3)o2)cc1	-17.9%	12.8%	-6.3	1.7%	-23.1%[56.9 µM]	4.6%	17.6%	6.1%	-7.8%
Cc1ccc(N2CC(C(=O)NCCN3CCOCC3)CC2=O)cc1 (centres undefined)	-10.7%	-14.7%	-8.1	-1.2%	7.0%	-14.4%	5.1%	-9.0%	-16.2%
COc1ccc(Nc2nc(-c3c[nH]c4ccccc34)cs2)cc1	-11.3%	-17.1%	14.0	-0.1%	19.5%	-9.3%	0.0%	?	-5.9%
C/C(=N\NC(N)=O)C1CC(CC(C)C)C(=O)O1 (centres undefined)	1.9%	-5.5%	-8.0	-5.9%	23.2%	-6.9%	30.7%	23.3%	-8.9%
O=C(Cn1cc(C(F)(F)F)cc(Cl)c1=O)NCc1ccc(F)cc1	?	15.0%	-18.8	3.5%	-13.7%	-2.0%	24.4%	-20.2%	-2.9%
CCN1CCN(C(c2cccs2)C(C)NC(=O)C(=O)N2CCCCC2)CC1 (centres undefined)	5.6%	-6.8%	-14.3	2.7%	38.1%	-8.1%	38.1%	0.0%	-1.4%
CCN1CCN(CCCNC(=O)c2cc3c(=O)oc4ccc(C)cc4c3s2)CC1	-10.5%	7.0%	-1.4	-9.0%	6.4%	18.2%	18.9%	-5.6%	-14.3%
CC(=O)Nc1cccc(C(=O)NCc2ccc3c(c2)CCN3C(C)=O)c1	-1.9%	·	-9.5	1.6%	15.1%	6.9%[60.1 µM]	2.4%	-24.5%	0.2%
Cc1nnc(SCC(=O)O)s1	-23.5%	-3.4%	0.7	-8.7%	-22.4%	-2.2%	-3.1%	0.1%	-0.8%
CC1CCCN(CC(=O)N2c3ccccc3Sc3ccccc32)C1 (centres undefined)	-5.3%	3.6%	1.1	8.2%	32.3%	-3.9%	-27.8%	-5.5%	-19.3%
O=C(CCS(=O)(=O)c1ccc(Cl)cc1)N1CCN(S(=O)(=O)c2cccs2)CC1	-9.9%	-3.3%	0.0	-0.4%	13.6%[11.4 µM]	-1.9%	-14.7%	0.0%	-6.7%
CCC(C)Sc1ccc([C@@H]2[C@H]3C(=O)N(CC)C(=O)[C@H]3[C@]3(C(=O)OC)CCCCN23)cc1 (some centres undefined)	?	-4.8%	-0.3	8.6%	6.3%	-7.6%	·	?	·
CCN1CCN(C(=O)c2ccc3c(c2)S(=O)(=O)c2ccccc2C3=O)CC1	-6.9%	-2.8%	-1.4	8.5%	-28.0%	-6.2%	-2.0%	-4.5%	-4.2%
CC(C)=CCc1c(O)cc(O)c2c(=O)c3c(CC=C(C)C)c(O)ccc3oc12	-10.0%	·	-20.6	-0.4%	5.7%	4.7%	·	·	·
Cc1cc(C)cc(N(C(=O)c2sc(C)nc2C)C(C(=O)NCc2ccco2)c2ccccc2)c1 (centres undefined)	-15.5%	-4.2%	5.4	·	-6.8%	-8.6%	-24.1%	-16.9%	1.1%
CC(C)Nc1nc(Cl)nc(NCCOc2ccccc2)n1	-25.4%	-5.4%	-7.3	2.9%	-18.0%	2.0%	17.8%	-8.8%	-10.9%
C(=N\n1cnnc1)/c1ccc(OC2CSC2)cc1	-4.7%	-1.4%	-1.6	·	4.1%	-6.1%	0.7%	4.3%[57.4 µM]	-18.2%
